# DAX1 inh-1: DAX1 (NR0B1) inhibitors on StAR promoter, primary screen, cell-based, luminescence, SF-1 (NR5A1), full-length DAX-1; HEK293T StAR-luciferase reporter, SF-1/DAX-1 repression relief; inhibition, % at 6.8 µM; actives 1.1% (n = 370,000); AID 652010, 2013;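 active means inhibition above the mean over all tested compounds plus 3 SD, cut at about 3.6% in these data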;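 further: 0% = DAX-1 cells with DMSO and 100% = cells lacking DAX-1 with DMSO; higher inhibition means more luminescence from relief of DAX-1 repression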
# DAX1 inh-2: DAX1 (NR0B1) inhibitors, primary screen, cell-based, HEK293, Gal4-DAX1, luciferase luminescence; Nuclear receptor subfamily 0 group B member 1 (Homo sapiens), P51843; actives 0.99% (n = 340,000); inhibition, % at 6.75 µM; AID 504766, 2011; HEK293 Gal4-DAX1 luciferase reporter;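 active means inhibition above the mean over all tested compounds plus 3 SD, cut at about 4.2% in these data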;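 further: 0% = DAX1-transfected cells with DMSO and 100% = empty-vector control cells with DMSO; inhibition shows as a rise in luminescence from relieved DAX1 repression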
# Target sequence (P51843 207-470 limits assumed): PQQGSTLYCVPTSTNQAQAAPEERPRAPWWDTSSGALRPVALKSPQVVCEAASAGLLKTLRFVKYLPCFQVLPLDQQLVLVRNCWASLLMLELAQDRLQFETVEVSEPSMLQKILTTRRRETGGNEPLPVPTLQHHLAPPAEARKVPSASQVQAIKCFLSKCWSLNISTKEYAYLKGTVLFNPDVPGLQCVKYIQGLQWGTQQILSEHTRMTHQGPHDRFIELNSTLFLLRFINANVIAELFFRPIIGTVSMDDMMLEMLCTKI
# ADAM17 inh: ADAM17 inhibitors, primary screen, biochemical, QFRET. Disintegrin and metalloproteinase domain-containing protein 17 (Homo sapiens), P78536. recombinant ADAM17, EDANS/DABCYL FRET peptide cleavage. inhibition, % at 6.95 µM. actives 0.83% (n = 370,000). AID 720648, 2013;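 active means inhibition above the mean of compounds lying between control limits plus 3 SD, set per campaign, cut at about 8.5% in these data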;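 further: 0% = DMSO-only wells as the low control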
# Target sequence (P78536 215-824 limits assumed): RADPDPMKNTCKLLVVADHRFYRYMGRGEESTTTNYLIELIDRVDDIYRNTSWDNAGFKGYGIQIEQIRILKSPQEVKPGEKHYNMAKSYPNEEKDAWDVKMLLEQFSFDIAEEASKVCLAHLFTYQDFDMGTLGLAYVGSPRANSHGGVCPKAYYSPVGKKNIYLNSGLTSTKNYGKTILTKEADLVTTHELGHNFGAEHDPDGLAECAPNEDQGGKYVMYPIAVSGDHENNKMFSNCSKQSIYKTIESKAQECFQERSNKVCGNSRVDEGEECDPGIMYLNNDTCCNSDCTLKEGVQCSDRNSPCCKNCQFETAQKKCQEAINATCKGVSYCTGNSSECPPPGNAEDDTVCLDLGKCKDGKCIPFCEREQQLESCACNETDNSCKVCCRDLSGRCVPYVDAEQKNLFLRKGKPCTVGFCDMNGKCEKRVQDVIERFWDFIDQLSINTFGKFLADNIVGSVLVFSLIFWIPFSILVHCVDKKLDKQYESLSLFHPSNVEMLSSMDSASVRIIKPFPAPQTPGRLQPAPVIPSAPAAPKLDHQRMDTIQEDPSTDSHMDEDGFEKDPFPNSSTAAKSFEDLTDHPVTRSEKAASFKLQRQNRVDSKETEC
# SMARCA2 activ: SMARCA2 (BRM) function activators, primary screen, cell-based, luminescence, high throughput | MG213 cells, MMTV-luciferase reporter, dexamethasone, overnight | activation, % at 9.1 µM | actives 1% (n = 370,000) | AID 652017, 2013; in the data active means activation above about 7.8%;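 further: 0% = vehicle wells and 100% = reference activator wells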
# PG9 Ab binder: binders of HIV-1 gp120 antibody PG9, primary screen, biochemical, TR-FRET; HIV-1 gp120 / PG9 antibody interaction; TR-FRET gp120-PG9 antibody binding; inhibition, % at 6.7 µM; actives 0.43% (n = 360,000); AID 624416, 2012; in the data active means inhibition above about 8.5%
# ssDAF-12 act: S. stercoralis DAF-12 nuclear receptor activators, primary screen, cell-based, luminescence, HEK293, GRIP1 co-expression, lit1-tk-luc; HEK293 ssDAF-12/GRIP1 lit1-tk-luc reporter; % of 3 µM dafachronic acid response; activation, % at 6.8 µM; actives 1% (n = 370,000); AID 652126, 2013;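 active means activation above the mean over all tested compounds plus 3 SD, cut at about 0.9% in these data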;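 further: 0% = DMSO-only wells and 100% = 3 µM delta7-dafachronic acid wells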
# ADAM10 inh: human ADAM10 inhibitors, primary screen, biochemical, QFRET, HTS; inhibition, % at 7 µM; actives 0.62% (n = 370,000); Disintegrin and metalloproteinase domain-containing protein 10 (Homo sapiens), O14672; recombinant ADAM10, EDANS/DABCYL FRET peptide cleavage, 3 h;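 active means inhibition above a per-campaign cutoff equal to the mean of compounds falling between control-based bounds plus 3 SD, cut at about 20% in these data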;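 further: 0% = DMSO wells while the 100% control is not disclosed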
# hgDAF-12 ag: H. glycines DAF-12 receptor agonists, primary screen, cell-based, luminescence, HEK293, GAL4 fusion, UAS-luciferase; Nuclear hormone receptor DAF-12 (Heterodera glycines), GAL4 fusion; HEK293 GAL4-hgDAF12 UAS-luciferase reporter, agonist luminescence; normalized to butyrate control; activation, % at 6.8 µM; actives 1.8% (n = 370,000); AID 687014, 2013;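 active means activation above a cutoff set at the mean of all screened compounds plus 3 SD, cut at about 10% in these data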;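 further: 0% = DMSO wells and 100% = sodium butyrate wells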
# FXN GAA850 act: FXN promoter activators, primary screen, cell-based, luciferase luminescence, HEK293 lucGAA850; HEK293 lucGAA850 FXN promoter luciferase reporter, 24 h; percent of 10 µM SAHA response; activation, % at 6 µM; actives 0.56% (n = 360,000);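 active means activation above the average of all compounds screened plus 3 SD, cutoff fixed separately per campaign, cut at about 7.5% in these data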;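 further: 0% = DMSO wells and 100% = 10 µM SAHA wells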
# NPR1 activator: GC-A stimulated cGMP production enhancers – HEK293 GC-A cells, cGMP TR-FRET, EC30 ANP, primary screen; 0% at EC30 ANP, 100% saturating ANP; activation, % at 10 µM; actives 0.14% (n = 370,000); AID 1671463, 2021; in the data active means activation above about 40%
# hcDAF-12 act: H. contortus DAF-12 nuclear receptor activators, primary screen, cell-based, luminescence, HEK293, lit1-tk-luc reporter; HEK293 hcDAF-12 lit1-tk-luc reporter; 0% DMSO, 100% Δ7-dafachronic acid; activation, % at 6.8 µM; actives 1.4% (n = 370,000);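 active means activation above the mean of all tested compounds plus 3 SD, cut at about 5.5% in these data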;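 further: 100% = response to 3 µM Δ7-dafachronic acid high control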
# Numbers without * were called inactive; . = no result given.
# Preview:
SMILES,DAX1 inh-1,DAX1 inh-2,ADAM17 inh,SMARCA2 activ,PG9 Ab binder,ssDAF-12 act,ADAM10 inh,hgDAF-12 ag,FXN GAA850 act,NPR1 activator,hcDAF-12 act
Cc1cccc(OCCn2c(=S)[nH]c3ccccc32)c1,-0.6,-0.3,1,-1,0.7,-1.3,2,1.3,2.0,-1,-0.9
C[C@@H]1NC(=O)OC1c1ccco1 (some centres undefined),-0.3,0.7,-2,1,-2.0,-0.5,-4,1.2,0.7,2,0.0
CCOC(=O)CSc1nc2c(c(=O)[nH]1)C(C)(CC)Cc1ccccc1-2 (centres undefined),-1.0,-2.0,-7,0,0.2,-0.8,-3,0.9,-3.7,1,-1.3

# The listing, from the first entry:
SMILES,DAX1 inh-1,DAX1 inh-2,ADAM17 inh,SMARCA2 activ,PG9 Ab binder,ssDAF-12 act,ADAM10 inh,hgDAF-12 ag,FXN GAA850 act,NPR1 activator,hcDAF-12 act
Cc1cccc(OCCn2c(=S)[nH]c3ccccc32)c1,-0.6,-0.3,1,-1,0.7,-1.3,2,1.3,2.0,-1,-0.9
C[C@@H]1NC(=O)OC1c1ccco1 (some centres undefined),-0.3,0.7,-2,1,-2.0,-0.5,-4,1.2,0.7,2,0.0
CCOC(=O)CSc1nc2c(c(=O)[nH]1)C(C)(CC)Cc1ccccc1-2 (centres undefined),-1.0,-2.0,-7,0,0.2,-0.8,-3,0.9,-3.7,1,-1.3
COC(=O)c1cccc(Oc2nc3c(c(=O)n(C)c(=O)n3C)n2C(C)C)c1,1.0,-1.2,-3,2,-0.6,-1.2,0,-1.1,2.8,4,0.5
O=C1CN(CC(=O)Nc2ccc(SC(F)F)cc2)CCN1,-0.7,0.8,-1,1,-1.1,-1.4,-2,4.8,0.4,1,1.5
Cc1cccc(OCC(=O)N/N=C/CC(C)c2ccccc2)c1C (centres undefined),-0.1,-1.1,1,-3,2.8,-0.2,-6,2.7,1.7,0,1.5
CCOP(=O)(OCC)C(NC(=O)Nc1cccc(Cl)c1)C(N)=O (centres undefined),0.7,-0.3,-3,-2,-0.3,-0.8,-31,2.2,3.1,0,-0.1
CCCCN1CCN(C(=O)c2ccc3c(c2)NC(=O)C(C)(C)O3)CC1,0.7,.,1,3,.,-1.3,2,1.8,.,3,0.1
COc1cccc(NC(=O)CSc2nnc(-c3ccoc3C)n2-c2ccccc2)c1,-0.7,.,-2,-1,-0.3,-1.4,-4,-2.4,.,-22,-2.9
O=C1CSC2(CCCCC2)N1CCO,0.1,-1.6,1,-2,-2.8,-1.9,10,-1.1,-0.9,3,-0.5
COC(=O)CN(c1ccc(OC)cc1)S(=O)(=O)c1c(C)noc1C,0.0,1.9,3,3,-0.2,-0.9,7,-1.6,-0.8,-1,-0.3
COc1ccc([C@H]2C[C@@H](n3cc(C4CC4)nn3)[C@H](O)CN2Cc2cccs2)cc1,-0.1,0.1,-2,-2,0.9,-1.0,-5,2.2,1.6,-6,0.3
COC(=O)c1ccc(NC2=CC(=O)CC(C)(C)C2)cc1,-0.4,0.7,-8,2,-2.1,-1.5,-13,3.0,-1.9,-3,-1.9
COc1ccc2nc(N3CCN(C(=O)C4COc5ccccc5O4)CC3)sc2c1 (centres undefined),7.1*,0.1,3,2,1.2,-0.6,-4,10,9.0*,2,2.5
C=C(C)COc1ccc2c(CC)cc(=O)oc2c1,-0.4,0.4,-54,1,1.6,-1.7,-197,-1.7,-0.7,0,0.0
Cc1ccoc1C(=O)Nc1ccc2ccccc2c1,1.4,-1.8,1,-1,-1.4,0.4,2,12*,-1.4,-3,17*
O=C(C1=C[C@@H](c2ccc(Br)cc2)C[C@@H](OCCCCO)O1)N1CCN(Cc2ccc3c(c2)OCO3)CC1,-0.3,-0.1,-4,-1,-0.2,-1.3,-2,-3.7,2.1,-4,-1.3
COc1cccc(/C=C2\SC(=O)N(CCC(=O)NC3CCS(=O)(=O)C3)C2=O)c1 (centres undefined),-0.1,0.1,-9,2,-1.8,-0.9,-20,6.2,3.3,1,0.0
COc1ccccc1CN1CCCC(C(=O)N2CCCCC2)C1 (centres undefined),0.1,2.1,0,2,2.0,-1.3,2,1.3,-0.2,0,0.2
CCOC(=O)C1[C@H]2C(=O)N(C(C)c3ccc(OC)cc3)C[C@]23C=C[C@H]1O3 (some centres undefined),0.3,0.0,-5,-2,1.6,-0.9,-7,-0.7,-3.2,-1,-0.1
COc1ccc(CCNC(=O)C(=O)Nc2ccc3nc4n(c(=O)c3c2)CCCCC4)cc1OC,-0.5,-0.3,-3,3,-2.8,-1.4,-6,0.4,3.3,2,-0.6
N#CC/C(N)=N/Nc1nc2ccccc2nc1Cc1ccccc1,0.5,1.6,-23,-2,0.0,-0.3,-48,1.9,2.2,1,4.2
CCOc1ccc(CCNC(=O)CSC(=S)N2CCCC2)cc1OCC,0.0,1.3,-4,0,0.8,-0.3,-6,0.2,0.8,3,0.8
CCn1nccc1C(=O)Nc1ccc(S(=O)(=O)NC23CC4CC(CC(C4)C2)C3)cc1,-1.8,-0.6,7,-5,1.9,-1.4,9,-3.8,-1.2,0,-2.7
O=C(CSc1nnnn1-c1ccc(F)cc1F)Nc1ccccc1F,-0.3,0.0,-3,-1,0.7,-0.9,-2,-0.3,0.1,1,-1.6
CCCO/N=C1/C(=O)N(c2ccccc2)c2ccccc21,-0.7,-0.1,-2,2,-2.9,-0.9,7,-4.9,-0.2,0,-1.3
C=CCN1[C@@H](CC(C)C)COc2cccc(N3CCSCC3)c2S1(=O)=O,-1.0,.,0,-2,.,-0.8,4,1.2,.,-6,-1.8
Cn1c(C(=O)O)c(S(=O)(=O)c2ccc(Cl)cc2)c2ccccc21,-0.1,0.1,-9,3,-1.4,0.0,-18,1.7,0.4,8,2.0
NS(=O)(=O)c1ccc(NC(=O)CCCCCN2C(=O)c3ccccc3C2=O)cc1,-1.8,-0.2,2,0,-0.3,-0.4,-9,-2.1,-1.9,1,0.2
NC(=O)NCCC1=CCCCC1,0.6,-0.8,-1,-1,0.1,-1.4,5,-1.1,-1.4,0,-1.8
COc1cc(C(=O)NC(CCSC)C(=O)OCC(=O)NC(=O)C2CCCCC2)cc(OC)c1OC (centres undefined),0.3,0.8,1,-3,0.3,-1.4,4,1.3,0.0,-3,-0.1
COc1ccc(NC(=O)CN(c2ccccc2C)S(C)(=O)=O)c(OC)c1,-0.7,-1.7,0,-2,-0.8,-1.6,1,-2.3,1.4,-3,-1.8
CC(=O)NCCSc1ccc(S(=O)(=O)N2CCCC2)cn1,-1.1,0.4,-2,-2,-0.8,-1.0,-18,-1.0,2.3,3,-0.1
OC(c1ccccc1)(c1ccccc1)c1nccc2ccccc12,0.2,-0.4,1,2,-1.0,-1.1,1,4.0,2.6,-20,0.5
O=C(Cc1ccc(F)cc1)N/N=C/c1ccc(-c2ccc(Cl)c(C(=O)O)c2)o1,0.0,0.5,-5,-2,-0.6,-1.7,-29,2.9,-1.8,-2,-0.7
O=[N+]([O-])c1cccc(-c2cn3nc(-c4ccccc4)c(-c4ccccc4)nc3n2)c1,-0.1,-0.8,-2,-6,1.1,-1.9,-2,-0.7,-1.1,7,-1.3
COc1ccccc1N1CN(S(=O)(=O)c2ccc(C)cc2)c2nc3ccccc3nc21,1.6,1.5,-8,5,-1.7,0.9*,-18,13*,-1.7,6,9.1*
O=C(COc1ccccc1-c1ccccc1)N/N=C/c1cccnc1,-3.4,-4.0,3,0,-1.7,-1.3,2,5.6,-3.7,-10,-1.3
COc1cccc(N2C(=O)N(c3ccccc3Cl)C3CS(=O)(=O)CC32)c1 (centres undefined),-0.1,2.8,-2,-2,0.5,-0.7,0,1.3,-3.2,2,-0.8
C[C@@H]1CN([C@H](C)CO)C(=O)CCCn2cc(nn2)CO[C@H]1CN(C)C(=O)Nc1ccc(C(C)(C)C)cc1,-1.2,.,-4,-4,0.2,-1.3,-6,0.9,.,4,-1.4
CN(C(=O)c1cccc(NC(=O)Cc2ccc(NC(=O)C3CCN(C(=O)C4CCCC4)CC3)cc2)c1)C1CC1,0.1,-0.1,-1,-1,-0.4,-1.1,-9,3.0,-0.6,1,-0.4
CCOC1=C2[C@@H](CN(S(=O)(=O)c3ccc(C)cc3)[C@H]2c2cccc3ccccc23)[C@H]2C(=O)N(Cc3ccccc3)C(=O)[C@H]2C1,-2.3,.,8.8*,-5,0.0,-0.8,25*,-3.5,.,6,-2.1
CCCCOC(=O)c1ccc(NC(=O)CN2C(=O)NC3(CCCCCC3)C2=O)cc1,-0.3,-0.7,8,1,1.2,-1.3,8,1.1,0.1,-1,-1.1
Cc1ccc(S(=O)(=O)Nc2ccccc2C=Nc2cccc(C)c2C)cc1,0.0,-1.2,-1,1,-1.2,-1.1,-5,-4.1,1.9,4,0.5
O=C(C1CCCCC1)N1CCCc2ccccc21,1.1,0.0,-6,-1,-0.1,-0.6,-3,0.8,-0.2,-3,0.2
COc1ccccc1CNC(=O)[C@H](C)NC(=O)C1CCN(C(=O)[C@@H](N)C(C)C)CC1,0.4,3.2,-2,1,-1.2,-1.7,6,1.2,1.9,1,0.8
O=C(Nc1ccc(N2CCCCC2)cc1)c1ccc([N+](=O)[O-])o1,-0.4,-0.3,-3,3,-4.2,0.7,-2,8.4,13*,-4,7.2*
CCOc1ccc(CCNC(=O)c2cnc(C)cn2)cc1OCC,-0.9,0.2,2,2,-0.9,-0.5,0,-1.1,3.7,-2,-2.0
O=C1C2CCCN2C(c2ccccc2)N1c1ccc(F)cc1 (centres undefined),1.1,1.3,2,2,-0.1,-1.5,0,1.4,-1.4,3,-2.0
Cc1[nH]c2ccccc2c(=O)c1CN1CCCCC1,0.5,0.1,3,-1,-0.5,0.4,4,1.3,-0.5,4,-0.8
O=C(c1ccc(Cn2c(=O)[nH]c3ccccc3c2=O)cc1)N1CCN(c2ccccn2)CC1,0.1,-0.6,-4,-4,0.9,-1.7,-8,-3.1,-1.4,-3,-1.4
c1ccc2[nH]c(SCc3cn4ccccc4n3)nc2c1,0.9,0.6,2,3,-0.5,-0.7,-3,1.9,3.7,1,0.5
COc1ccc(NC(=O)Cc2c[nH]c3ccccc23)cc1S(=O)(=O)N1CCOCC1,-0.3,1.4,-2,-3,-0.6,-0.3,-6,-1.1,0.6,1,4.3
CS(=O)(=O)N(CC(=O)N1CCN(Cc2ccccc2)CC1)c1ccc2c(c1)OCCO2,-0.7,-0.8,-2,1,1.4,-1.4,-2,0.7,-1.7,3,-2.5
